ATG4B inh = ATG4B (human) cysteine protease inhibition; ATG4B cleavage of LC3-PLA2, NBD-HPC fluorescence, 1 h; Q9Y4P1; inhibition, % at 8.33 µM; actives 0.51% (n = 340,000); in the data active = inhibition above about 40%
Target sequence (Q9Y4P1 whole entry, looked up): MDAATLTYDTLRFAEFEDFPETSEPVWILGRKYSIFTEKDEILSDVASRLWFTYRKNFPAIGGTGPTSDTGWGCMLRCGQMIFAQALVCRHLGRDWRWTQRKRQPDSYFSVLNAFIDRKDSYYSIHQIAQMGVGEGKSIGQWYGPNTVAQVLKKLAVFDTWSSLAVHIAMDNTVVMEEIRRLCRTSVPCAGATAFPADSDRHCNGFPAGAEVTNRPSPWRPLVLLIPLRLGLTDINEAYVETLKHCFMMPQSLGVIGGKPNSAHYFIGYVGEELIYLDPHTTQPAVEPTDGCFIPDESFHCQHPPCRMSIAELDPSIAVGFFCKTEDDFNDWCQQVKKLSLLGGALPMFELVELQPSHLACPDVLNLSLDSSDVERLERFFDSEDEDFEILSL
MPTP block = inhibitors of mitochondrial permeability transition pore. isolated mouse mitochondria, Ca2+ swelling absorbance, 30 min. actives 1.4% (n = 360,000). AID 602449. inhibition, % at 10 µM;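 active = inhibition of 50% or more, scaled per plate between neutral and stimulator controls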;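 also: 0% = DMSO wells given calcium and 100% = 1 mM EGTA wells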
Numbers without * were called inactive. An excerpt, so the mix of outcomes need not match the whole.

A first look, five compounds:
| Molecule | ATG4B inh | MPTP block |
| --- | --- | --- |
| Cc1cc(O)cc2c1C1CCC3(C)C(=O)CCC3C1C=C2 (configuration not stated) | -4.3 | 0.7 |
| CC[C@]12C(=O)N(C)C[C@H]([C@@H]3C(=O)N(C)C(=O)[C@@H]31)N2C(=O)c1ccc(C(C)(C)C)cc1 | -0.2 | -0.8 |
| CC#Cc1cc2c(cc1O)CCC1C2CCC2(C)C(O)CCC12 (configuration not stated) | -6.9 | -1.0 |
| CN(C)c1cc(N/N=C/c2ccc(Cl)cc2)nc(N(C)C)n1 | -3.3 | 2.7 |
| COc1cc(NCCCNC(C)C)c2nccc(C)c2c1 | -1.1 | 0.1 |

The list itself, from the first entry:
| Molecule | ATG4B inh | MPTP block |
| --- | --- | --- |
| Cc1cc(O)cc2c1C1CCC3(C)C(=O)CCC3C1C=C2 (configuration not stated) | -4.3 | 0.7 |
| CC[C@]12C(=O)N(C)C[C@H]([C@@H]3C(=O)N(C)C(=O)[C@@H]31)N2C(=O)c1ccc(C(C)(C)C)cc1 | -0.2 | -0.8 |
| CC#Cc1cc2c(cc1O)CCC1C2CCC2(C)C(O)CCC12 (configuration not stated) | -6.9 | -1.0 |
| CN(C)c1cc(N/N=C/c2ccc(Cl)cc2)nc(N(C)C)n1 | -3.3 | 2.7 |
| COc1cc(NCCCNC(C)C)c2nccc(C)c2c1 | -1.1 | 0.1 |
| CCCCCCCCCCCCCCCC(=O)Nc1ccn(C2OC(CO)C(O)C2O)c(=O)n1 (configuration not stated) | -1.4 | -2.6 |
| CC(C(=O)Nc1cc([N+](=O)[O-])ccc1Cl)N1CCN(c2ccc(O)cc2)CC1 (configuration not stated) | 0.6 | -1.8 |
| Clc1ccccc1CSc1cnnc2ccccc12 | 6.7 | -1.6 |
| O=S(=O)(N1CCCCC1)N1CCN(S(=O)(=O)N2CCCCC2)CC1 | -3.8 | -3.4 |
| COP(=O)(OC)C(Nc1ccc(C)cc1)c1ccc(Br)cc1 (configuration not stated) | -1.0 | -0.4 |
| CCOc1nc(OCC)c2[nH]c(C(=O)O)c(Br)c2n1 | -4.4 | 0.4 |
| CCOC(=O)c1c(NC(=O)CN2CCN(S(=O)(=O)c3cc(Cl)ccc3Cl)CC2)sc(C(=O)N(C)C)c1C | -13.4 | -1.2 |
| Cc1cccn2c(=O)c3cc(C(=O)NCc4ccccc4)c(=N)n(CCCN4CCOCC4)c3nc12 | 3.5 | 0.5 |
| O=Nc1nc2ncccn2c1-c1ccccc1 | -1.4 | -1.0 |
| COc1ccc(C(=O)n2nc(-c3ccccc3)nc2SC)cc1 | 6.4 | -0.4 |
| Cc1cccc2c3nc4ccccc4nc3n(CCCN3C(=O)c4ccccc4C3=O)c12 | -0.2 | 0.7 |
| O=[N+]([O-])c1ccccc1C=CC=NN=Cc1ccccc1O | 9.2 | -0.6 |
| O=C(O)C1CCC(C(=O)O)SS1 (configuration not stated) | -2.7 | 0.0 |
| CCc1c(N)nc(N)nc1Nc1ccc(C)c(C)c1 | -9.9 | 1.7 |
| COC(=O)c1nn(C)c(=O)[nH]c1=O | 4.3 | 0.6 |
| CCNc1ncnc2c1cnn2C1CCCO1 (configuration not stated) | 4.9 | -0.7 |
| CC1OC1c1ccc(-c2ccc(C3OC3C)cc2)cc1 (configuration not stated) | -2.9 | 0.7 |
| Clc1ccc(-c2nnc(-c3ccc4ccccc4c3)o2)cc1 | -7.2 | 1.9 |
| CN1CCC(N(C)C(=O)/C(C#N)=C/c2ccccc2)CC1 | -1.6 | 1.5 |
| Cc1ccncc1CNC(=O)c1ccccc1 | -6.7 | -0.3 |
| O=C(c1ccccc1)c1cccc2ccccc12 | -6.9 | 1.7 |
| Fc1cccc(COc2ccccc2CNc2ccccc2)c1 | 20.0 | 0.6 |
| Cc1nc2c(sc3nc4c(cc32)COC(C)(C)C4)c(=O)n1CC(=O)NCc1ccco1 | -3.7 | -0.7 |
| O=C(O)C1CCN(Cc2oc(CO)cc(=O)c2O)C1 (configuration not stated) | 5.5 | -1.5 |
| Cc1ccc(C)c(NS(=O)(=O)c2ccc3c(c2)Cc2cc(S(=O)(=O)Nc4cc(C)ccc4C)ccc2-3)c1 | 8.4 | 0.4 |
| CC(NC(=O)c1ccccc1)C(=O)Nc1ccccc1 (configuration not stated) | 0.8 | -2.6 |
| c1ccc(CCNc2ccnc3cc4ccccc4cc23)cc1 | 1.2 | 100.7* |
| N=c1nc2n(cc1F)C1OC(CO)C(O)C1O2 (configuration not stated) | -0.6 | -1.1 |
| CC1Cc2cc(/C(O)=C3/C(=O)C(=O)N(CCCn4ccnc4)C3c3ccc([N+](=O)[O-])cc3)ccc2O1 (configuration not stated) | -4.4 | -1.4 |
| Cc1ccc2c(CSc3nc4ccccc4c(=O)n3CCCO)cc(=O)oc2c1 | -5.5 | 8.5 |
| Oc1ccc(C[C@H]2CNC(=S)N2CC2CCCN2C[C@H](Cc2ccc(O)cc2)N2C[C@H](Cc3ccccc3)N(CC3CCCCC3)C2=S)cc1 (some centres not stated) | -1.9 | 0.1 |
| CCN1CC=C2C(C#N)=C(N)C(C#N)(C#N)C(c3cc(Cl)ccc3Cl)C2C1 (configuration not stated) | -2.3 | 0.7 |
| CN1C[C@@H]2[C@@H]3C(=O)N(Cc4ccccc4)C(=O)[C@@H]3[C@](C)(C1=O)N2C(=O)c1ccc(Br)cc1 | -9.3 | -1.5 |
| CCCN1C(=O)/C(=C\c2nc3ccccc3c(=O)[nH]2)c2ccccc21 | -10.6 | -1.3 |
| Nc1ccc(NC(=S)Nc2ccccc2)cc1 | -10.0 | 0.6 |
| CCOC(=O)C1=C(COC(=O)c2ccc(Br)c(S(=O)(=O)N3CCOCC3)c2)NC(=O)NC1C (configuration not stated) | -9.9 | 1.8 |
| O=C1Nc2ccc(Br)cc2/C1=C/C(=O)c1ccccc1 | -4.5 | -5.0 |
| C#CCOCCOCCOCCNc1nc(N2CCN(C(=O)Cn3cc(CCO)nn3)CC2)nc(N2CCN(C(=O)[C@H](CCCCN)n3cc(CC(C)O)nn3)CC2)n1 (some centres not stated) | 0.3 | -0.7 |
| Cc1ccc2c(C)c(C)c(=O)n(C)c2c1 | -4.0 | -1.5 |
| O=S(OCCN1CCOCC1)C(c1ccccc1)c1ccccc1 (configuration not stated) | 7.5 | -1.0 |
| CC(C)CN(C(=O)COC(=O)CNC(=O)c1ccccc1F)c1c(N)n(Cc2ccccc2)c(=O)[nH]c1=O | 12.7 | -3.0 |
| O=[N+]([O-])c1ccc(NCCNc2ccc([N+](=O)[O-])cc2)cc1 | 3.7 | 6.8 |
| N#C/C(=C\c1ccc(Sc2ccc(Cl)cc2)o1)c1nc2ccccc2[nH]1 | 2.5 | 106.1* |
| O=C1C(O)=CC(=C(c2ccccc2)c2ccccc2)c2ccccc21 | 38.1 | 2.5 |
| Cc1ccc(SCC(=O)N2CCN(c3ccc(F)cc3)CC2)cc1 | 1.5 | -1.5 |
| Cc1ccsc1/C=N/Nc1nc2ccccc2[nH]1 | 10.8 | -1.1 |
| CC1=C/C(=N\OS(=O)(=O)c2ccccc2)C(C(C)C)=CC1=O | 1.7 | 6.4 |
| Cc1cc2c(cc1C)NC1(C[C@H]3CCC(=O)N4CC[C@@H](C1)[C@@H]34)C(=NC(C)(C)CC(C)(C)C)N2 (some centres not stated) | -13.0 | -0.7 |
| COc1ccccc1-c1nnc(SC(C)C(=O)NCC2CCCO2)n1C (configuration not stated) | -6.8 | 1.2 |
| CCCCC1(CC)SCC(=O)NC1=O (configuration not stated) | -8.3 | 2.6 |
| Cc1cc(C)n2nc(C(=O)OCC(=O)Nc3cc(S(=O)(=O)N4CCOCC4)ccc3Cl)nc2n1 | -8.7 | 0.4 |
| Cn1c(=O)c2[nH]c(=O)[nH]c2n(C)c1=O | -9.7 | 1.2 |
| COc1ccc(S(=O)(=O)N2CCCCC2)cc1NC(=O)Cc1ccc(Br)cc1 | 3.6 | 0.7 |
| COc1cc(OC)cc(C(=O)OCC(=O)Nc2nnc(-c3ccccc3)o2)c1 | -12.1 | -2.2 |
| CN1CCN(CC(O)COc2ccc(C34CC5CC(CC(C5)C3)C4)cc2)CC1 (configuration not stated) | 3.4 | 31.8 |

(listing goes on)
| Molecule | ATG4B inh | MPTP block |
| --- | --- | --- |
| Cc1cccc(C(=O)NC2CCN(S(=O)(=O)c3cccc(F)c3)CC2)c1 | 5.2 | 0.5 |
| Nc1cccc(N=[N+]([O-])c2cccc(N)c2)c1 | 3.4 | -0.8 |
| O=C(O)c1ccccc1-c1ccccc1C(=O)Nc1ccc2c(c1)C(=O)c1ccccc1-2 | 1.9 | -0.2 |
| CN(CCOc1ccc(Cl)cc1)C(=O)c1cccc(S(=O)(=O)N2CCN(c3ccccc3)CC2)c1 | -8.2 | 20.8 |
| COc1ccc(NC(=O)COC(=O)c2ccc(S(=O)(=O)N(C)c3ccccc3OC)cc2)cc1 | -0.8 | -0.7 |
| O=C(CN1C(=O)c2ccccc2C1=O)NCC(=O)Nc1ccccc1 | -0.9 | -0.6 |
| O=C(O)c1ccc(C=NNC(=O)c2cccc3ccccc23)cc1 | 1.6 | -0.8 |
| CC(C)C(Cl)=NOC(=O)Nc1ccc(S(N)(=O)=O)cc1 | 2.6 | -0.4 |
| Nc1nc(N)c(Br)c(Nc2ccc(Cl)c(Cl)c2)n1 | -2.1 | -2.2 |
| O=S(=O)(c1ccc(F)cc1)n1ccc(-c2cccc(OCc3c(F)cccc3Cl)c2)n1 | -6.6 | 2.2 |
| O=C(NCc1ccccc1)c1ccc(NC(=O)C2CC2)cc1 | -1.8 | 0.9 |
| COc1cc2c(cc1NC(=O)C(F)(F)F)-c1ccc(NC(=O)C(F)(F)F)cc1C2 | -3.0 | 1.5 |
| Cc1cccc(C(O)C(O)c2cccc(C)n2)n1 (configuration not stated) | 2.6 | -0.1 |
| ON=C1CCCC2CCCCC12 (configuration not stated) | 4.3 | 0.6 |
| CCSC1(SCC)N=C(N)C2(C#N)C(c3ccccc3)NC(C)=C(C)C12C#N (configuration not stated) | -3.8 | 1.5 |
| CC(Sc1nnc(CN2CCCC2)n1Cc1ccccc1)C(=O)Nc1ccc(F)cc1Cl (configuration not stated) | -15.4 | -2.1 |
| CC(=O)C1(O)CCC2C3CC(C)C4=CC(=O)C=CC4(C)C3(F)C(O)CC21C (configuration not stated) | 3.7 | -0.6 |
| COc1cc(C=O)ccc1OCc1cn(CC(=O)c2ccc(O)cc2)nn1 | -4.6 | -2.1 |
| Nc1n[nH]c(CO)n1 | -2.4 | 0.0 |
| Cc1sc2nc(SCC(=O)OC(C)C)n(C)c(=O)c2c1C | 1.9 | 8.3 |
| C=C1CC2(OC1=O)c1ccccc1CCc1ccccc12 | -5.8 | -3.3 |
| CCOC(=O)c1c(-c2cccc([N+](=O)[O-])c2)csc1NC(=O)CCCOc1ccccc1 | -6.8 | 1.6 |
| O=C(O)C1=NN(c2cc(Cl)c(S(=O)(=O)O)cc2Cl)C(=O)C1 | 12.0 | -1.0 |
| CCOC(=O)C(C(=O)Cc1ccccc1)c1ccccc1 (configuration not stated) | -0.8 | -0.6 |
| CCOc1ccc(OCC)c(NC(=O)C2CCCN(S(=O)(=O)c3cccs3)C2)c1 (configuration not stated) | -9.5 | -1.2 |
| Fc1ccc2nc(Nc3nc4c(F)cc(F)cc4s3)sc2c1 | 28.6 | 97.0* |
| CCOC(=O)[C@@H](C)N(C(=O)OC(C)(C)C)S(=O)(=O)N(Cc1ccccc1)[C@H](C(=O)OC)C(C)C | -3.8 | 1.6 |
| Cn1c(N)c(C(=O)COC(=O)c2cc(S(=O)(=O)NCc3ccccc3)ccc2O)c(=O)n(C)c1=O | -16.1 | -1.1 |
| NC(=O)C1CCN(c2nc(-c3ccccc3)nc3c2oc2ccccc23)CC1 | 4.6 | 0.4 |
| O=C(/C=C/c1cn(CC(O)CN2CCCCC2)c2ccccc12)c1ccccc1 (configuration not stated) | -1.3 | -2.1 |
| OC1CCCC1NCc1ccnc2cc(Cl)ccc12 (configuration not stated) | 7.9 | -0.7 |
| C#CCCOC(=O)N1C2=NC(C(=O)OC)=C(C(=O)OC)[C@@H]3Nc4ccccc4[C@]23C[C@H]1C(=O)OC | 0.5 | 0.8 |
| CN1CCN(C(=O)/C(C#N)=C/c2ccc(OC(F)F)cc2)CC1 | 3.1 | 1.8 |
| CC(=NNC(=O)c1ccncc1)c1cccc(Cl)c1 | -2.5 | -1.5 |
| C[C@H]1CN[C@H](CCO)/C1=C\c1ccccc1 | -0.4 | 6.3 |
| Cc1ccc(C(C(=O)NCc2ccco2)N(CCc2ccccc2)C(=O)Cn2nnc3ccccc32)o1 (configuration not stated) | -12.3 | -3.6 |
| COc1ccc2c(c1)c(=O)oc1c(C)c(OCc3ccc(C(=O)O)cc3)ccc12 | -1.2 | 0.6 |
| CCOC(=O)C1CCCN(C(=O)c2ccc(Cl)c(S(=O)(=O)N3CCc4ccccc43)c2)C1 (configuration not stated) | 9.9 | -0.2 |
| Fc1cc(F)c2nc(Nc3nc4c(F)cccc4s3)sc2c1 | 5.3 | 94.3* |
| COc1ccc(NS(=O)(=O)c2cccc(C(=O)NCC(c3ccc(OC)cc3)N3CCCCC3)c2)cc1 (configuration not stated) | -3.1 | -1.2 |
| Cc1ccc(NS(=O)(=O)N2CCCCC2)cc1 | 0.9 | -0.9 |
| CC(C)Cc1nnc(N)s1 | -1.7 | -3.0 |
| CN(Cc1ccccc1)C(=O)c1cccc(NC(=O)Cc2ccc(NC(=O)C3CCCN(C(=O)C4CC4)C3)cc2)c1 (configuration not stated) | -8.1 | 1.4 |
| CCOC(=O)CCNC(=O)N1CCC(CCOc2ccccc2)(C(=O)OCC)CC1 | -5.2 | -0.5 |
| O=c1c2c(-c3ccccc3)csc2nc2c3ccccc3c(NCCN3CCOCC3)nn12 | -11.8 | 58.4* |
| CC(C)C[C@H]1CNC(=S)N1CC1CCN(CC2CCC(C(C)(C)C)CC2)CC1 (some centres not stated) | 0.6 | 0.6 |
| COc1ccc(C(=O)N2CC(=O)Nc3ccc(F)cc3C2c2ccccc2)cc1 (configuration not stated) | -1.7 | -0.8 |
| Cc1ccc(C)n1-c1ccc(-c2ccnc(N)n2)cc1 | 5.3 | -1.3 |

High-throughput results deposited in PubChem by Sanford-Burnham Center for Chemical Genomics.
